# N370S GC mod: qHTS Assay for Inhibitors and Activators of N370S glucocerebrosidase as a Potential Chaperone Treatment of Gaucher Disease; Lysosomal acid glucosylceramidase (Homo sapiens), P04062; N370S GC spleen homogenate, 4MU-glucoside fluorescence; Potency, µM (doses to about 59.4 µM), without a hit: at the highest dose activity change, negative = inhibition, most hits filed as inhibitors; 330,000 tested, 0.092% active;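 also: 0% = full enzyme activity and -100% = no enzyme basal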
# GCN5L2 inh: qHTS Assay for Inhibitors of GCN5L2; Histone acetyltransferase KAT2A (Homo sapiens), Q92830; GCN5L2 HAT assay, ThioGlo1 CoA-SH fluorescence; Potency, µM (series often up to 58.9 µM), for the others: at the top dose activity change, negative = inhibition, actives largely listed as inhibitors; 390,000 tested, 0.21% active
#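 Titration-based screen in which CoA formation is detected via maleimide probe ThioGlo1 (50uM) turning fluorescent on thiol reaction; substrates H3(1-25) 75uM and acetyl-CoA 70uM, GCN5L2 20nM, 20 min incubation at room temperature.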
# FEN1 inhibitor: qHTS Assay for the Inhibitors of Human Flap endonuclease 1 (FEN1) | Potency, µM (series often up to 114 µM), for the others: at the top dose activity change, negative = inhibition, hits mostly inhibitors | AID 588795, 2011 | 390,000 tested, 0.35% active | Recombinant FEN1 flap cleavage, fluorescence, 15 min; also: nearly all actives have a fitted effect of over 65% in size
# Target sequence (P39748 whole entry, looked up): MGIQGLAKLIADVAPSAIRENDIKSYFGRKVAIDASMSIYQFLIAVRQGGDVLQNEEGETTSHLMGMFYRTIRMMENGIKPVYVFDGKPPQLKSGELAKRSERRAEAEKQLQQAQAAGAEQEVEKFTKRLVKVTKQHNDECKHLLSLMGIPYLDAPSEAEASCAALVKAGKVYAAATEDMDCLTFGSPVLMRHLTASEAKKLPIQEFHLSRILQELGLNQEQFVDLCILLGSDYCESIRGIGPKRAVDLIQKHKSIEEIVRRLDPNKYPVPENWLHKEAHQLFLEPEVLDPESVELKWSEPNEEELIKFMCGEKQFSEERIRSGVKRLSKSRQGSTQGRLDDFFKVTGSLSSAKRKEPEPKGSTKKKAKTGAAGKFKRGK
#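 Enzyme 10 nM, 15 min RT preincubation with compound; start with substrate 50 nM final; reads at 0 and 15 min; qHTS titration, four-parameter Hill fit.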
# * = called active by the depositor; u = inconclusive; x = no result given; & = joins results of further samples; [ ] = dose if it differs, or a comment. Calls follow the shape of the dose curve; as a rule, active = well fitted curve in the direction sought with a large enough effect; inconclusive = small, poorly fitted or top-dose-only effect, or another doubt; inactive = no such curve, though single readings can be large; an effect the other way counts as inactive or inconclusive. Unless noted, % is scaled to controls: 0 for no effect and ±100 for the full control effect; potency is read from the fitted curve at half-maximal effect. Not all compounds are listed; the hit share may differ from the screen's.
SMILES,N370S GC mod,GCN5L2 inh,FEN1 inhibitor
Cc1nc2cc(C(F)(F)F)ccc2n1C1CCN(Cc2nnnn2Cc2ccc3c(c2)OCO3)CC1,u,-8%,-10%
CC1CN(CC(=O)c2ccccc2Cl)CC(C)O1 (stereo not drawn),3%,u,4%
O=[N+]([O-])c1ccc(N2CCCC(C(F)(F)F)C2)c2ccncc12 (stereo not drawn),-4%,-7%,-24%
CCC1(C(=O)c2ccc(C)cc2)C2c3ccccc3OC(=O)C21C(=O)O (stereo not drawn),7%,0%,-4%
N#Cc1ccc(OCC(=O)N2CCN(Cc3ccc4c(c3)OCO4)CC2)cc1,-7%,-2%,7%
CCOc1c(Cl)cc(CNCCc2c[nH]c3ccccc23)cc1OC,0%,-19%,7%
Cc1ccc(-n2c(/C=C/c3ccc4c(c3)OCO4)nc3ccccc3c2=O)cc1,25%,-7%,x
COC(=O)C1=C(c2ccccc2OCc2ccccc2)C[C@@H]2CC[C@H]1N2C(=O)NCCOc1ccccc1Cl,x,-9%,7%
CCc1ccc(N2C(=O)NC(=O)/C(=C\c3cccn3CCOc3ccc(C(C)C)cc3)C2=O)cc1,-7%,-13%,1%
Cn1c(O)c(C=NCCCNC2CCCCC2)c(=O)n(C)c1=O,-2%,0%,6%

# The final six records of the section before come first, to join the parts:
SMILES,N370S GC mod,GCN5L2 inh,FEN1 inhibitor
N#Cc1ccc(OCC(=O)N2CCN(Cc3ccc4c(c3)OCO4)CC2)cc1,-7%,-2%,7%
CCOc1c(Cl)cc(CNCCc2c[nH]c3ccccc23)cc1OC,0%,-19%,7%
Cc1ccc(-n2c(/C=C/c3ccc4c(c3)OCO4)nc3ccccc3c2=O)cc1,25%,-7%,x
COC(=O)C1=C(c2ccccc2OCc2ccccc2)C[C@@H]2CC[C@H]1N2C(=O)NCCOc1ccccc1Cl,x,-9%,7%
CCc1ccc(N2C(=O)NC(=O)/C(=C\c3cccn3CCOc3ccc(C(C)C)cc3)C2=O)cc1,-7%,-13%,1%
Cn1c(O)c(C=NCCCNC2CCCCC2)c(=O)n(C)c1=O,-2%,0%,6%
COC(=O)C1=C(c2c(C)noc2C)C[C@@H]2CC[C@H]1N2C(=O)N1CCCC1,x,6%,1%
COC(=O)c1ccc(CC(C(=O)c2ccccc2)N(C)C)cc1 (stereo not drawn),-10%,-7%,-12%
Cc1ccc(C(C)C)c(OCC(=O)N2CCN(Cc3nc4cc([N+](=O)[O-])ccc4n3C)CC2)c1,-10%,-6%,-2%
O=C(O)C(O)(c1ccccc1)C1CCCCC1 (stereo not drawn),-6%,-1%,-3%
CC(C(=O)c1ccc2ccccc2c1)N1CCCCC1 (stereo not drawn),-12%,-10%,-31%
CCCCn1c(=O)c(C(=O)NC(C)c2ccccc2)c(O)c2ccccc21 (stereo not drawn),5%,1%,-18%
Cc1ccc(C2(O)CC(C)N(C)CC2C)cc1 (stereo not drawn),7%,2%,0%
CCOc1ccc(CC2(CCc3ccncc3)C(=O)NC(=O)NC2=O)cc1,-4%,44%[activator],0%
O=C(CN1CC=C(c2ccccc2)CC1)NC(=O)NCc1ccco1,5%,-6%,4%
CCCCCCCCCCCCN=C(N)N,-5%,0%,x
C/C(=N\NC(=O)c1ccccc1Cl)c1c(O)n(C2CCCCC2)c(=O)[nH]c1=O,5%,-16%,-10%
CN1/C(=C\C=Nc2ccccc2)C(C)(C)c2ccccc21,-14%,-8%,-14%
O=C(O)[C@@H]1CCN1,-1%,1%,x
COc1cc(-n2c(=S)[nH]c3ccccc3c2=O)c(Cl)cc1Cl,-2%,-26%,11%
Cc1ccc(-c2nn(Cc3ccccc3)cc2C(=O)O)cc1,2%,15%,18%
CC1=NOC2(C)Nc3ncnn3C(c3ccccc3)C12 (stereo not drawn),-2%,1%,-14%
O=C(c1ccc(Cl)cc1)C1CCCN(Cc2ccc3c(c2)OCCO3)C1 (stereo not drawn),-19%,-3%,-9%
COC(=O)C1=C(c2ccc(F)cc2OCc2ccccc2)C[C@@H]2CC[C@H]1N2C(=O)N1CCC(O)CC1,x,-12%,10%
Cc1cccc(Cn2cccc(C(=O)Nc3cc(C)on3)c2=O)c1,x,1%,-8%
Cc1ccc(-c2nc3ccc(Cl)cc3n2OC(=O)N(C)C)cc1,8%,6%,-4%
CC(Cc1ccccc1)NC(=O)Cc1ccc(N(C)C)cc1 (stereo not drawn),-5%,0%,-9%
COC(=O)C1=Nc2ccccc2/C1=C\c1c(O)n(C)c(=O)n(C)c1=O,-1%,-6%,-16%
CC1(C)CN=C(Nc2nc3ccccc3s2)S1,25%,0%,-8%
Clc1ccc(C(Cn2ccnc2)OCc2csc3c(Cl)cccc23)c(Cl)c1 (stereo not drawn),u,u,-1%
Cc1cccc(C)c1OP(N)(=O)OCC(F)(F)F (stereo not drawn),-13%,0%,-1%
C=C1C(O)C2OC3(CCC(/C=C/C(C)C4CC(C)=CC5(OC(CC(C)(O)C(=O)O)CCC5O)O4)O3)CCC2OC1C(O)CC(C)C1OC2(CCCCO2)CCC1C (stereo not drawn),-7%[2.35 µM],-1%[2.33 µM],x
COC(=O)C1=C(c2ccc(OC)c(OC)c2)C[C@@H]2CC[C@H]1N2C(=O)NC1CC1,x,-6%,1%
O=C1OC(c2ccc([N+](=O)[O-])cc2)=N/C1=C/N1CC2CC(C1)c1cccc(=O)n1C2 (stereo not drawn),-2%,17%,13%
Nc1ncnc2c1ncn2[C@@H]1O[C@@H]2CO[P@](=O)(S)O[C@H]2[C@H]1O,-1%,15%,x
CCCNC(=O)N1CCC2(CC1)OCCO2,13%,-1%,14%

# By substructure: those above with sulfur (4)
SMILES,N370S GC mod,GCN5L2 inh,FEN1 inhibitor
COc1cc(-n2c(=S)[nH]c3ccccc3c2=O)c(Cl)cc1Cl,-2%,-26%,11%
CC1(C)CN=C(Nc2nc3ccccc3s2)S1,25%,0%,-8%
Clc1ccc(C(Cn2ccnc2)OCc2csc3c(Cl)cccc23)c(Cl)c1 (stereo not drawn),u,u,-1%
Nc1ncnc2c1ncn2[C@@H]1O[C@@H]2CO[P@](=O)(S)O[C@H]2[C@H]1O,-1%,15%,x

# Next section
SMILES,N370S GC mod,GCN5L2 inh,FEN1 inhibitor
COc1ccc2c3c1O[C@H]1C[C@@H](O)C=C[C@@]31CCN(C)C2,-2%&3%&4%,10%&1%,-4%
COC1C(OC(=O)c2ccc(C)[nH]2)C(O)C(Oc2ccc3c(O)c(NC(=O)c4ccc(O)c(CC=C(C)C)c4)c(=O)oc3c2Cl)OC1(C)C (stereo not drawn),0%,u,-10%
Cn1c(O)c(Cc2ccc(OCc3ccccc3)cc2)c(=O)n(C)c1=O,-13%,2%,1%
COC(=O)C1C=C2c3cccc4[nH]cc(c34)CC2N(C)C1 (stereo not drawn),-10%,-8%,x
O=C(O)c1ccccc1C(=O)O,16%,u,-2%
CC(=O)Nc1nc(CCl)cs1,-6%,-8%,11%
Oc1ccc(CC2CC3CCN2CC3)cc1O (stereo not drawn),-6%,3%,1%
Cn1cc(C(=O)OCC(=O)NC2CCCC2)c2ccccc21,x,-7%,-1%
CCC(=NCCCN1CCOCC1)c1c(O)n(-c2ccccc2C)c(=O)[nH]c1=O,-4%,0%,4%
COc1ccc(/C=N\N=C(N)N)cc1,-8%,-5%,4%
Cc1ccc(C(O)(C(=O)NNC(=O)CN2CCN(C)CC2)c2ccc(C)cc2)cc1,7%,-4%,0%
CC(C)(C)NC(=O)NC(=O)CN1CC=C(c2ccccc2)CC1,-2%,-6%,13%
CCOC(=O)C(O)(c1ccc(N=Cc2ccccc2O)c(C)c1)C(F)(F)F (stereo not drawn),16%,3%,-10%
COC(=O)C1=C(c2c(C)noc2C)C[C@@H]2CC[C@H]1N2C(=O)NCC1CC1,x,-7%,14%
Cc1ccc2nc(N3CCN(C)CC3)[nH]c2c1,-1%,-9%,-1%
CC(=O)C1CC[C@H]2C3CC[C@@H]4CC(O)CC[C@@]4(C)C3CC[C@]12C (stereo partly drawn),1%,-2%,x
COc1ccc(CN2CCN(C(=O)COc3cccc(C)c3)CC2)c(OC)c1,-8%,-6%,1%
O=C(c1ccccc1)C(CN1CCCC1)c1ccccc1 (stereo not drawn),-2%,-2%,-18%
COc1ccccc1-n1c(O)c(C=NCCN2CCNCC2)c(=O)[nH]c1=O,7%,-20%,-10%
Cc1ccc2c(c1)C1CN(C)CCC1N2C(=O)Nc1cccc(Cl)c1 (stereo not drawn),0%,-3%,-19%
CCOP(=O)(OCC)C(NC(=O)c1ccccc1)C(Cl)(Cl)Cl (stereo not drawn),-1%,1%,3%
N#Cc1c(N2CCNCC2)nc(-c2ccco2)c2c1CCCC2,4%,-1%,-4%
CSc1ncc(CN2CCCC(C(=O)c3ccccc3SC)C2)cn1 (stereo not drawn),0%,-2%,u
N/C(=N\[N+](=O)[O-])N1CCN(C(=O)c2ccccc2)CC1,1%,-5%,-9%
Clc1ccc(OCC#CCN2CCCC2)cc1,3%,-3%,-5%
CCCCOC(=O)c1ccccc1C(=O)OCc1ccccc1,-4%,0%,-26%
CN(CCC(N)CC(=O)NC1C=CC(n2ccc(N)nc2=O)OC1C(=O)O)C(=N)N (stereo not drawn),0%,10%,x
Cc1ccc(C)c(NC2=NCCCS2)c1,1%,-6%,-4%
Cc1ccc(-n2c(/C=C/c3cccc4ccccc34)nc3ccccc3c2=O)cc1,x,-4%,-12%
COC(=O)[C@]1(C)C[C@H]1[C@H](NP(=O)(c1ccccc1)c1ccccc1)c1ccccc1,u,-2%,-11%
c1ccc(-c2ccc(C(c3ccccc3)n3ccnc3)cc2)cc1 (stereo not drawn),u,-17%&-4%,-17%
O=C(c1cn(Cc2ccccc2)c2ccccc12)C1CC1,u,-10%,-3%
CN1CC(C(=O)c2ccc(Cl)cc2)C(c2ccccc2)C1 (stereo not drawn),-16%,-4%,-11%
NC(C(=O)O)[C@@H]1CC(Cl)=NO1 (stereo partly drawn),-2%,48%[activator],x
CCCCCCNc1nc(OC)nc(N2CC3CC(C2)c2cccc(=O)n2C3)n1 (stereo not drawn),21%,5%,-6%
CCOP(=S)(OCC)O/N=C(\C#N)c1ccccc1Cl,-2%,-18%,x
Cc1ccc(-c2cc(-c3ccccc3)cc(-c3ccccc3)[n+]2-c2ccc(C(=O)O)cc2)cc1,-2%,-7%,1%
O=C(c1ccc2c(=O)n(Cc3ccc4c(c3)OCO4)c(=S)[nH]c2c1)N1CCC2(CC1)OCCO2,5%,-1%,-7%
CN1c2ccc([N+](=O)[O-])cc2CC2(C(=O)NC(=O)N(c3ccc(Br)cc3)C2=O)C1c1ccccc1 (stereo not drawn),-25%,-15%,-17%
NCC(CC(=O)O)c1ccc(Cl)s1 (stereo not drawn),-3%,-1%,x
CC(C)c1cc2c(c(O)c1O)[C@@]1(C(=O)O)CCCC(C)(C)[C@@H]1CC2,-4%,-23%,x
CNC(=O)N(C)c1nnc(C(C)(C)C)s1,-2%&16%,-4%,-3%
CCCCOCCCn1c(N)c(C(=O)OCCOC)c2nc3ccccc3nc21,30%,-25%,2%
COc1ccc(C(=O)NC(=S)N2C[C@H]3C[C@H](C2)c2cccc(=O)n2C3)cc1OC,0%,-3%,6%
CC1CCCC(=O)CCC/C=C/c2cc(O)cc(O)c2C(=O)O1 (stereo not drawn),-1%,3%,x
CCN1CCN(c2cc(N3CCCC3)c(F)cc2[N+](=O)[O-])CC1,9%,-2%,6%
O=S(=O)(c1ccc(Cl)cc1)N1CCCC1c1cccnc1 (stereo not drawn),5%,-16%,1%
Cn1c(O)c(C(=NCCN2CCCCC2)c2ccccc2Cl)c(=O)n(C)c1=O,-2%,-8%,-3%
CCOc1ccc(CN(CCc2ccc3c(c2)OCO3)Cc2cccc(C)c2)cc1,x,-3%,-16%
c1cc(CN2CCCC3(CCNCC3)C2)ccn1,-4%,-16%,x

# Continuation.
SMILES,N370S GC mod,GCN5L2 inh,FEN1 inhibitor
NCC(O)c1cc(O)c(O)cc1F (stereo not drawn),-6%&23%,1%&2%,-32%
O=c1[nH]c(O)c(N=Nc2cc([N+](=O)[O-])ccc2O)c(=O)[nH]1,-2%,0%,-9%
CN(C)C(Cc1ccccc1)C(=O)c1cccs1 (stereo not drawn),-4%,2%,x
Clc1ccc(CN2CCNCC2)cc1,-6%,-2%,6%
Cc1cc(C(=O)OCC(=O)Nc2c(F)cccc2F)c(C)n1C1CC1,1%,-5%,9%
Oc1cc(O)cc(/C=C/c2ccc(O)cc2O)c1,x,1%,-23%
CSc1ccc(C(c2c(O)c3ccccc3oc2=O)c2c(C)n(C)n(-c3ccccc3)c2=O)cc1 (stereo not drawn),17%,-12%&-11%,-2%&6%
C[C@]12CCC3C(CC[C@H]4C[C@H](O)CC[C@]34C)C1C[C@H](O)[C@@H]2O (stereo partly drawn),x,1%,23%
COC(=O)CCCC(NC(=S)N1CC2C[C@@H](C1)Cn1c2cccc1=O)C(=O)OC (stereo partly drawn),-1%,-1%,-9%

# Bioassay records: PubChem, National Center for Advancing Translational Sciences (NCATS)
